12-LOX inh: ALOX12 (human) lipoxygenase inhibition | purified 12hLO, xylenol orange hydroperoxide absorbance | Potency, µM (highest dose often 108 µM), for inactives: at the highest dose activity change, negative = inhibition, most hits filed as inhibitors | 580,000 compounds, 1.1% hits | AID 1671190; also: potency is read from the fitted curve at half-maximal effect; % is scaled to controls: 0 for no effect and ±100 for the full control effect
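Purified human 12hLO (150 nM final) in 25 mM Hepes, 0.01% Triton X-100, pH 7.0 was preincubated 15 min at room temperature with compound. Then 40 uM arachidonic acid was added, 30 min. Hydroperoxide was read by Fe-XO absorbance ratio 573/405 nm.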
ERG-DNA inh: ERG Ets/DNA interaction inhibition; AID 624246; fluorescence polarization, His-ERG Ets domain / labelled DNA; 370,000 compounds, 0.028% hits; Potency, µM (highest dose often 76.9 µM), for the others: at the highest dose FP activity, negative = inhibition, actives largely listed as inhibitors; active = well fitted inhibition curve with a large enough effect in the polarisation, with a control signal flat; inconclusive = small, poorly fitted or top-dose-only effect, or effect the other way, or a change in a side signal; inactive = no such curve, though single readings can be large or run the other way; the % refers to the polarisation;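 also: polarization taken with two DNA probes labelled with fluorescein and Texas red; potency is read from the fitted curve at half-maximal effect; % of control where 0% means no effect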
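His-tagged ERG Ets domain (1 uM in the protein solution; 300mM KCl, 50mM Tris-HCl, 1mM EDTA, 1mM DTT, pH 7.5) received compound, then a probe mix of 5 nM fluorescein-DNA and 100nM Texas-615-DNA. Fluorescence polarization was read for both dyes.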
LDHA block: LDHA (human) enzyme inhibition; purified LDHA, NADH/diaphorase-resazurin fluorescence; stronger effect = lower value; activity change, % (values are at about 110 or 230 µM); 480,000 compounds, 0.15% hits; AID 1347041; in the data active = activity change below about -30%; inconclusive = mostly about -25% to -30%;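 also: plate controls were DMSO wells for no effect and wells without enzyme for full effect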
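Enzyme activity of human lactate dehydrogenase 5 (2 nM; 0.06 mM NADH, 0.2 mM pyruvate, 5 min, RT) is measured via a resazurin/diaphorase fluorescence readout of residual NADH.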
Vif-APOBEC3F blk: Vif-A3F binding inhibition; HeLa A3F-eYFP + Vif (tagged APOBEC3F with the HIV-1 protein that degrades it), YFP fluorescence increase; Potency, µM (series often up to 46.1 µM), for the others: top-dose activity, negative = active; 390,000 compounds, 0.2% hits; AID 602313; also: potency is read from the fitted curve at half-maximal effect; % of control where 0% means no effect; nearly all actives have a fitted effect of over 65% in size
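Fluorescence increase (Ex 488/Em 500-530) after overnight compound treatment at 37 deg C flags inhibition of Vif-driven A3F-eYFP loss in stable HeLa A3F-eYFP/Vif cells seeded overnight beforehand.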
D2 antag: antagonizes the human D2 dopamine receptor; inhibition, % at 10 µM; P14416; HEK293 TREx D2 cells, calcium flux, dopamine EC80; 340,000 compounds, 2% hits; in the data active = inhibition above about 30%; also: 0% is about no effect
Target sequence (P14416 whole entry, looked up): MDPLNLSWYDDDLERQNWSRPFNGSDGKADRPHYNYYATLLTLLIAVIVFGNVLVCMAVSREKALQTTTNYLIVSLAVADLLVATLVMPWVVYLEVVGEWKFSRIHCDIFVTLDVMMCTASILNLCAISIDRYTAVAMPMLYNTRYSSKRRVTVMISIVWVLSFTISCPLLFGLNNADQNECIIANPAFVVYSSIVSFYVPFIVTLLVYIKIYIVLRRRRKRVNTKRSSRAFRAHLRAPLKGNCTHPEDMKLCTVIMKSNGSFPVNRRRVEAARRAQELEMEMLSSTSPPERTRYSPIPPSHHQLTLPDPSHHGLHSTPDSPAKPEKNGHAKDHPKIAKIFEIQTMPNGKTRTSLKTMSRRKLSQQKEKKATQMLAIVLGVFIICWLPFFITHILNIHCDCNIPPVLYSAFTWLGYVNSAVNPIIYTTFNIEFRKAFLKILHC
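Tetracycline-induced HEK293 TREx cells expressing D2 receptor forced-coupled to calcium signalling, loaded with no-wash calcium dye. Compounds added and calcium flux read 180 s, then dopamine added at EC80 and read a further 180 s.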
D2 agonist: agonists of human D2 dopamine receptor | 340,000 compounds, 0.53% hits | P14416 | HEK293 T-REx D2 cells, calcium flux agonist mode | activation, % at 2 µM | AID 485358;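 active = activation over 3 SD above normal in the single-dose calcium agonist read, cut at about 30% in these data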; also: 0% is about no effect
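Tetracycline-induced HEK293 Trex cells with D2 receptor force-coupled to calcium signaling, plated overnight at 30 C and loaded with no-wash calcium dye. Calcium flux read kinetically for 180 s after compound addition; responses flag agonists.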
RGS4 inh: blocks human RGS4-accelerated GTP hydrolysis; P49798; Transcreener GDP fluorescence polarization, RGS4-accelerated GTP hydrolysis; Potency, µM (titrated, usually from 114 µM), for inactives: at the highest dose activity change, negative = inhibition, actives largely listed as inhibitors; 390,000 compounds, 0.039% hits; also: potency is read from the fitted curve at half-maximal effect; % is scaled to controls: 0 for no effect and ±100 for the full control effect; nearly all actives have a fitted effect of over 75% in size; some results filed as inactive show a strong effect at the top dose
Target sequence (P49798 whole entry, looked up): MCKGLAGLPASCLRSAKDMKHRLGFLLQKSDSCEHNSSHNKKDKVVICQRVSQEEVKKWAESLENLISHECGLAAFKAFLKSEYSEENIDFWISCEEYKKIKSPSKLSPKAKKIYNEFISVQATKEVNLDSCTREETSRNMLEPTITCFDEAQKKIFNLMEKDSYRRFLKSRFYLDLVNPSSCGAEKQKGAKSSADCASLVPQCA
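MLSMR compounds (23 nl, pin-transferred) preincubated 10 min at room temperature with a 500nM (2x) first reagent, then RGS4 at 900nM (2x) plus Transcreener GDP mix added; fluorescence polarization (620/688 nm) read before and after 90 min at 30 °C.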
Glioma ERSR ind: inducers of ER stress response in human glioma cells; U87-MG GRP78 promoter luciferase reporter, 16 h; Potency, µM, for inactives: at the highest dose activation, usual class: activators; 420,000 compounds, 0.02% hits; also: potency is read from the fitted curve at half-maximal effect; series mostly up to about 76 µM; % of control where 0% means no effect; nearly all actives have a fitted effect of over 35% in size
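ERSR induction read as luciferase luminescence (Bright-Glo, 10 min at room temperature) in stably transfected human U87-MG glioma cells exposed to compounds for 16 h, using GRP78 as sensor.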
Vif-A3G inh: inhibitors of Vif-APOBEC3G interaction | Q9HC16 | HeLa A3G-eYFP + Vif (tagged APOBEC3G with the HIV-1 protein that degrades it), YFP fluorescence, overnight | Potency, µM (titrated, usually from 46.1 µM), for inactives: at the top dose activity, negative = active, actives largely listed as inhibitors | 410,000 compounds, 0.076% hits;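 also: potency is read from the fitted curve at half-maximal effect; % is scaled to controls: 0 for no effect and ±100 for the full control effect; nearly all actives have a fitted effect of over 60% in size; hits raise eYFP signal because A3G escapes Vif-driven loss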
Target sequence (Q9HC16 whole entry, looked up): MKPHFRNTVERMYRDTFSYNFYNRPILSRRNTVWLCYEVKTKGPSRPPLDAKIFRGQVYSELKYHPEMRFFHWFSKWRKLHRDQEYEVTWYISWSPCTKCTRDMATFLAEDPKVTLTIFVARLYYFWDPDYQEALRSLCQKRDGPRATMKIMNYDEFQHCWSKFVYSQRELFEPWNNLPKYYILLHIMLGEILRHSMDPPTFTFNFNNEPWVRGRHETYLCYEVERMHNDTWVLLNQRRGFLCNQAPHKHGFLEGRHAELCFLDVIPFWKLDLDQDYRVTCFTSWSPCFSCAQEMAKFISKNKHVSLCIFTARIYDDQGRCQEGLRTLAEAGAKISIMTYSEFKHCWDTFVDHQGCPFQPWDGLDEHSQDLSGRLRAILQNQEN
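HeLa cells stably expressing Vif and C-terminally eYFP-tagged A3G, seeded overnight at 37 deg C, then exposed to compound by pintool overnight at 37 deg C. Rise in yellow fluorescence (Ex 488/Em 500-530, Acumen) marks blocked Vif-driven A3G degradation.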
Active calls of the source: *; i = inactive; ? = inconclusive; · = not tested or not shown; & = joins results of further samples; [ ] = dose if it differs, or a comment. Unless noted, calls follow the shape of the dose curve; as a rule, active = well fitted curve in the direction sought with a large enough effect; inconclusive = small, poorly fitted or top-dose-only effect, or another doubt; inactive = no such curve, though single readings can be large; an effect the other way counts as inactive or inconclusive.

SMILES	12-LOX inh	ERG-DNA inh	LDHA block	Vif-APOBEC3F blk	D2 antag	D2 agonist	RGS4 inh	Glioma ERSR ind	Vif-A3G inh
O=C(CCn1c(=O)[nH]c2ccccc2c1=O)N1CCN(c2cccc(C(F)(F)F)c2)CC1	-19%	-5%	-1	1%	-1	0.7	-20%	-4%	1%
Fc1ccc(N2CCN(c3nc4ccccc4c4nc(-c5cccnc5)nn34)CC2)cc1	-2%	2%	-5	-20%	·	2.3	10%	0%	0%
CCCN(CCC)CCNC(=O)Cn1cc2c(n1)-c1c(oc(C(=O)N3CCCC3)c1C)CC2	0%&8%	0%	10&20	0%&0%	·	1.3	20%	-5%&-2%	0%&7%
Cc1ccc(CSc2ncnc3c2cnn3Cc2ccccc2)cc1	-5%	0%	-14	-6%	7	-0.6	-16%	1%	-3%
Cc1cccc(N(CC(=O)N2CCCCCC2)S(C)(=O)=O)c1	0%	0%	1	-7%	10	-0.2	-11%	-3%	4%
COc1ccc(-c2cc(COc3ccccc3)on2)cc1	3%	-12%	-8	2%	-5	0.2	20%	1%	3%
c1ccc(N2CCCCC2)c(Nc2nc3ccccc3n3cnnc23)c1	0%	7%	2	3%	1	0.7	-24%	-3%	-1%
O=C(O)COc1ccccc1/C=N/NC(=O)CSc1nc2ccccc2n1Cc1ccc(Cl)cc1	?	0%	-3	-7%	-5	-1.2	-4%	0%	0%
COc1ccc(OC)c(S(=O)(=O)NCCc2cn3ccsc3n2)c1	20%	1%	2	3%	-1	0.5	-30%	2%	1%
O=C(NCc1ccco1)c1ccc(N2CCOCC2)c([N+](=O)[O-])c1	0%	2%	-5	0%	6	-0.5	15%	-2%	-2%
CCc1cc(-c2nnn(CCC3COCCO3)c2C(C)(C)O)ccc1-c1cn(CCc2c[nH]c3ccccc23)nn1 (stereo not drawn)	13%	·	3	7%	·	·	·	1%	-2%
CCCc1nc(SC)[nH]c(=O)c1C	27%	3%	-10	?	·	·	14%	-1%	-17%
COc1ccc(COc2cc(-c3cccc(OC)c3)nc3ccc(NC(=O)c4ccccc4)cc23)cc1	0%	6%	-11	-9%	-16	-0.2	-10%	-2%&0%	-32%
O=C(Cc1ccc([N+](=O)[O-])cc1)Nc1ccc(Cl)cc1	0%	9%	-3	-19%	15	2.1	-23%	-2%	-4%
Cc1cccc(C(=O)Nc2ccc(S(=O)(=O)N(Cc3ccccc3)c3ccccc3)cc2)c1	-30%	2%	-3	3%	·	2.2	17%	-1%	-2%
COc1ccc(N2CCN(c3ccc(NC(=O)c4ccc5c(c4)OCO5)cc3C#N)CC2)cc1	·	1%	5	-5%	3	0.1	7%	8%	0%
Cc1ccc(-c2nnc(Nc3ccc(O)cc3)c3ccccc23)cc1S(=O)(=O)NCC1CCCO1 (stereo not drawn)	-28%	0%	-5	1%	·	·	0%	12%	?
Cc1cc(-n2c(C)nc3ccccc3c2=O)ccc1NC(=O)c1cccc([N+](=O)[O-])c1C	-15%	0%	-2	4%	·	-5.4	-2%	3%	0%
CC(/C=C/c1ccccc1)=N/NC(=O)C(O)c1ccccc1 (stereo not drawn)	-9%	-6%	-13	-14%	-1	-0.9	30%	4%	-3%
Cn1c(Cl)c(C(=O)Nc2ccc(Cl)cc2)c2ccccc21	0%	-1%	-3	-12%	-3	0.8	-3%	6%	?

Ordered by number of heavy atoms (highest first): 11 of the compounds above.
SMILES	12-LOX inh	ERG-DNA inh	LDHA block	Vif-APOBEC3F blk	D2 antag	D2 agonist	RGS4 inh	Glioma ERSR ind	Vif-A3G inh
COc1ccc(COc2cc(-c3cccc(OC)c3)nc3ccc(NC(=O)c4ccccc4)cc23)cc1	0%	6%	-11	-9%	-16	-0.2	-10%	-2%&0%	-32%
O=C(O)COc1ccccc1/C=N/NC(=O)CSc1nc2ccccc2n1Cc1ccc(Cl)cc1	?	0%	-3	-7%	-5	-1.2	-4%	0%	0%
COc1ccc(N2CCN(c3ccc(NC(=O)c4ccc5c(c4)OCO5)cc3C#N)CC2)cc1	·	1%	5	-5%	3	0.1	7%	8%	0%
CCCN(CCC)CCNC(=O)Cn1cc2c(n1)-c1c(oc(C(=O)N3CCCC3)c1C)CC2	0%&8%	0%	10&20	0%&0%	·	1.3	20%	-5%&-2%	0%&7%
Fc1ccc(N2CCN(c3nc4ccccc4c4nc(-c5cccnc5)nn34)CC2)cc1	-2%	2%	-5	-20%	·	2.3	10%	0%	0%
c1ccc(N2CCCCC2)c(Nc2nc3ccccc3n3cnnc23)c1	0%	7%	2	3%	1	0.7	-24%	-3%	-1%
Cc1ccc(CSc2ncnc3c2cnn3Cc2ccccc2)cc1	-5%	0%	-14	-6%	7	-0.6	-16%	1%	-3%
O=C(NCc1ccco1)c1ccc(N2CCOCC2)c([N+](=O)[O-])c1	0%	2%	-5	0%	6	-0.5	15%	-2%	-2%
CC(/C=C/c1ccccc1)=N/NC(=O)C(O)c1ccccc1 (stereo not drawn)	-9%	-6%	-13	-14%	-1	-0.9	30%	4%	-3%
COc1ccc(-c2cc(COc3ccccc3)on2)cc1	3%	-12%	-8	2%	-5	0.2	20%	1%	3%
CCCc1nc(SC)[nH]c(=O)c1C	27%	3%	-10	?	·	·	14%	-1%	-17%

(next part)
SMILES	12-LOX inh	ERG-DNA inh	LDHA block	Vif-APOBEC3F blk	D2 antag	D2 agonist	RGS4 inh	Glioma ERSR ind	Vif-A3G inh
CC1=CN2CC(O)CN=C2C=C1 (stereo not drawn)	25%	0%	-9	-17%	16	-0.1	3%	-5%	1%
CN(C(=O)COC(=O)c1cnc(Cl)c(Cl)c1)C1CCCCC1	-1%	12%	-4	?	·	·	4%	-2%	-1%
COC(=O)c1cn(C(=O)c2ccco2)c2ccccc12	-2%	5%	1	-6%	1	-0.3	30%	-1%	-5%
CCOC(=O)CNc1nc(Cl)nc(NC(C)(C)C)n1	6%	-2%	0	4%	6	-1.5	3%	-4%	-10%
OC1CCN(c2cc(-c3ccccc3)nc3cc(-c4ccc(F)cc4)nn23)CC1	-16%	5%	-8	2%	1	1.2	25%	-3%	-1%
Cc1ccc(C)c(N/N=C2\CCCNC2=O)c1	8.9µM*	0%	10	-3%	-3	-0.5	-7%	3%	-1%
CCN(CC)CCCN1C(=O)c2oc3ccccc3c(=O)c2C1c1cccnc1 (stereo not drawn)	-22%	6%	2	-13%	7	-0.6	14%	-3%	2%
CC(C)N(C(=O)[C@H]1C[C@H](CC(=O)NCCc2ccccn2)C(=O)N2CCc3c([nH]c4cc(CCC(=O)N(C)C)ccc34)[C@]12C)C(C)C	7%	-11%	-2	6%	·	·	6%	-3%	2%
CCOC(=O)C1=CCN(S(=O)(=O)c2ccc(C)cc2)C1c1ccc(Br)cc1 (stereo not drawn)	-22%	·	-1	·	·	·	·	-2%	-4%
COc1cc(S(=O)(=O)N(Cc2ccco2)C2CCCC2)ccc1-n1cnnn1	-23%[57.4 µM]	8%	-3	-7%	·	·	-9%	-4%	0%
CC(NC(=O)c1cccc(S(=O)(=O)N2CCN(Cc3ccccc3)CC2)c1)c1ccccc1Cl (stereo not drawn)	173%[activator]	8%	0	2%	·	·	-133%	0%	4%
CCCC1(c2ccccc2)NC(=O)N(CC(=O)Nc2ccc3c(c2)OCCO3)C1=O (stereo not drawn)	?	-8%	-1	5%	·	·	13%	-3%	-5%
COCCCC1CCN(C(=O)C2CCC(=O)N(Cc3ccccc3F)C2)CC1 (stereo not drawn)	17%	-3%	-1	4%	4	-1.0	-24%	1%	-3%
CCOC(=O)CN1CC23C=CC(O2)C(C(=O)NCc2ccc(C)cc2)C3C1=O (stereo not drawn)	16%	-6%	-1	0%	2	0.0	-6%	-2%	0%
Cc1ccccc1CN1CCc2c(OCC(=O)N3CCCCC3)cccc2C1=O	-5%	-5%	-7	4%	4	4.1	-14%	-1%	-5%
CC(C)(C)NC(=O)COc1ccc(CNCc2ccccn2)cc1	4%	2%	-1	9%	4	0.8	29%	-5%	11%
Cc1ccc(/C=C/c2nc3ccccc3c(=O)n2CCc2ccccc2)cc1	-11%	-10%	1	4%	·	·	-24%	-1%	0%
COC(=O)Cc1ccc(OC(=O)C2CCN(S(=O)(=O)c3ccc(OC)c(OC)c3)CC2)cc1	i	6%	-3	0%	-7	0.6	2%	-4%	5%
COC(=O)/C=c1/s/c(=C(/C#N)C(=O)NCc2ccccc2)n(-c2ccccc2)c1=O	8%	7%	-3	2%	-17	0.6	-14%	-3%	-1%
COc1cc2[nH]c(=O)n(CCC(=O)N3CCN(c4cccc(C)c4C)CC3)c(=O)c2cc1OC	0%	3%	0	6%	-6	0.3	4%	-7%	0%
O=C(COC(=O)C1COc2ccccc2O1)Nc1ccc2c(c1)CCC2 (stereo not drawn)	-7%	-1%	-3	9%	-1	-1.2	-12%	-4%	4%
Oc1ccc(/C=N/Nc2ccnc3cc(Cl)ccc23)c(O)c1O	?	5%	27	-12%	4	0.4	?	-4%	-3%

These rows are one share of the data (hit frequency here may not be typical).
